# RXFP1 antag – RXFP1 (human) relaxin receptor antagonism; Q9HBX9; HEK293-RXFP1, relaxin-stimulated cAMP HTRF, 30 min; hits give low values; activity change, negative = inhibition, % at 57.5 µM; 350,000 tested, 0.59% active;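 active = activity change of -60% or lower, but not beyond a set lower limit; inconclusive = change between -60% and -40%, or beyond the set limit; inactive = change above -40%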; note: % is set by controls: 0 for no effect and ±100 for the full control effect
# Target sequence (Q9HBX9 whole entry, looked up): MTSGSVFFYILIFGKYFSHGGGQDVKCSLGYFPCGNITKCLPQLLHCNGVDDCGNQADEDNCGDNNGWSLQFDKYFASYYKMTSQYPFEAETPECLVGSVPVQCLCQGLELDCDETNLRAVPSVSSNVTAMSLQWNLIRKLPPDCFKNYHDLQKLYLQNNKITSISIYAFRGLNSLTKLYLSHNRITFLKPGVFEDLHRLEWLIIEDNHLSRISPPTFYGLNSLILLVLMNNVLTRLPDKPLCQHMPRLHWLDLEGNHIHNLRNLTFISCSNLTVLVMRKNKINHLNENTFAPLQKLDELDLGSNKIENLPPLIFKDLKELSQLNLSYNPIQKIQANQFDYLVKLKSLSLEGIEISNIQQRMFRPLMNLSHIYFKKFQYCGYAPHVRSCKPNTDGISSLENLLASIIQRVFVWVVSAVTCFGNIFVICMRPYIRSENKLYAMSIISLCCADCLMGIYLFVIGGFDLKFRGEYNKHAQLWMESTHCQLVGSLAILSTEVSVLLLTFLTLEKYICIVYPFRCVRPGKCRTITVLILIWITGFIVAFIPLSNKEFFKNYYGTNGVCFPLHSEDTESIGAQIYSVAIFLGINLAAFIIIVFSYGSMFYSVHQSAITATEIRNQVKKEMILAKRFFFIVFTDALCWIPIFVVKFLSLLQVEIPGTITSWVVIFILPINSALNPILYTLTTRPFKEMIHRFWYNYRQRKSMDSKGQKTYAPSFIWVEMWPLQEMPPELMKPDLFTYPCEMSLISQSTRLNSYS
# D2 potentiator – D2 dopamine receptor (human) potentiation. HEK293 T-REx D2, calcium flux, EC20 dopamine potentiation. potentiation, % at 10 µM. AID 485347. 340,000 tested, 0.34% active. P14416;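 active = potentiation over 3 SD above the plate norm, cut at about 30% in these data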; note: 0% is about no effect
#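 Cells plated with tetracycline inducer and held overnight at 30 C; calcium dye loaded 30–90 min at room temperature; baseline taken, compound added and read 180 s; EC20 dopamine then added and read 180 s.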
# D1 potentiator – human D1 dopamine receptor positive modulation | HEK293 TREx D1 cells, calcium flux, dopamine EC20 potentiation | potentiation, % at 10 µM | 360,000 tested, 0.036% active | AID 504651; in the data active = potentiation above about 30%; note: 0% is about no effect
# D1 antagonist – blocks dopamine activation of the human D1 receptor; P21728; HEK293 TREx D1 cells, calcium flux, dopamine EC80; hits give low values; 360,000 tested, 3.2% active; activity change, negative = inhibition, % at 10 µM; in the data active = activity change below about -30%; note: % is set by controls: 0 for no effect and ±100 for the full control effect
#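 Using tetracycline-induced force-coupled D1 Hek293 cells and a calcium dye, signals were followed for 180 s after compound, then for 180 s after EC80 dopamine, to detect inhibitors.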
# Vif-A3F inh – inhibitors of Vif-A3F interaction | HeLa A3F-eYFP + Vif (tagged APOBEC3F with the HIV-1 protein that degrades it), YFP fluorescence increase | Potency, µM (titrated, usually from 46.1 µM), for the others: top-dose activity, negative = active | 390,000 tested, 0.2% active | AID 602313; note: potency is the fitted concentration of half-maximal effect; % of control where 0% means no effect; nearly all actives have a fitted effect of over 65% in size
#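 Fluorescence increase (Ex 488/Em 500-530) after overnight compound treatment at 37 deg C flags inhibition of Vif-driven A3F-eYFP loss in stable HeLa A3F-eYFP/Vif cells seeded overnight beforehand.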
# Vif-APOBEC3G blk – inhibitors of Vif-APOBEC3G interaction | Q9HC16 | HeLa A3G-eYFP + Vif (tagged APOBEC3G with the HIV-1 protein that degrades it), YFP fluorescence, overnight | Potency, µM (doses to about 46.1 µM), without a hit: top-dose activity, negative = active, actives largely listed as inhibitors | 410,000 tested, 0.076% active | AID 602310;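 note: potency is the fitted concentration of half-maximal effect; % is set by controls: 0 for no effect and ±100 for the full control effect; nearly all actives have a fitted effect of over 60% in size; hits raise eYFP signal because A3G escapes Vif-driven loss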
#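 HeLa cells stably expressing Vif and C-terminally eYFP-tagged A3G, seeded overnight at 37 deg C, then exposed to compound by pintool overnight at 37 deg C. Rise in yellow fluorescence (Ex 488/Em 500-530, Acumen) marks blocked Vif-driven A3G degradation.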
# D1 ag – human D1 receptor agonism | HEK293 T-REx D1 cells, calcium flux, agonist mode | activation, % at 2 µM | 360,000 tested, 1% active | AID 504660; in the data active = activation above about 30%; note: 0% is about no effect
#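 Tetracycline-induced HEK293 TREx D1 cells, force-coupled to calcium signalling, were dye-loaded with a no-wash calcium kit. Compound was pin-added after a 10 s baseline. Fluorescence was read kinetically at 1 cycle/s for 180 s, with calcium rises flagged as agonism.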
# RXFP1 agonist – agonists of human relaxin receptor RXFP1 | Q9HBX9 | HEK293T-RXFP1 cAMP TR-FRET, 30 min; response scale: percent of porcine relaxin response, buffer zero | Potency, µM (top dose mostly 57.5 µM), without a hit: top-dose activation, usual class: activators | 370,000 tested, 0.3% active; note: potency is the fitted concentration of half-maximal effect; % is set by controls: 0 for no effect and ±100 for the full control effect; nearly all actives have a fitted effect of over 60% in size; many of its hits are not listed in these tables
#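 cAMP rise read by TR-FRET after 30 min, 37C compound exposure (up to 58 uM) in RXFP1-transfected HEK293 cells with Ro 20174 present. EC50 from Hill-equation fits, with 29 nM porcine relaxin as 100% and buffer as basal.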
# GRP78 ERSR act – induces the endoplasmic reticulum stress response in human glioma cells | U87-MG GRP78 promoter luciferase reporter, 16 h | Potency, µM, for the others: top-dose activation, hits mostly activators | 420,000 tested, 0.02% active; note: potency is the fitted concentration of half-maximal effect; series mostly up to about 76 µM; % of control where 0% means no effect; nearly all actives have a fitted effect of over 35% in size
#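 Stably transfected U87-MG human glioma cells carrying a GRP78-based luminescent sensor were seeded at 1000 cells/well, pin-dosed with compounds and incubated 16 h. Luciferase reagent was then added, and end-point luminescence was read after 10 min at room temperature.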
# Numbers without * were called inactive; ? = inconclusive; . = no result given. Unless noted, calls come from the whole dose curve; as a rule, active = well fitted curve in the direction sought with a large enough effect; inconclusive = small, poorly fitted or top-dose-only effect, or another doubt; inactive = no such curve, though single readings can be large; an effect the other way counts as inactive or inconclusive. An excerpt; count on the stated rates, not on these rows.
SMILES,RXFP1 antag,D2 potentiator,D1 potentiator,D1 antagonist,Vif-A3F inh,Vif-APOBEC3G blk,D1 ag,RXFP1 agonist,GRP78 ERSR act
c1ccc(C[n+]2csc3ccccc32)cc1,-12,-1,2,-5,-3%,4%,4,1.9%,1%
CNC(=O)c1ccc(NC(=O)c2cccc(C(F)(F)F)c2)cc1,1,14,1,-4,2%,-1%,3,1.1%,-1%
O=S(=O)(CCN1CCN(c2ccccc2O)CC1)c1cc(Cl)ccc1Cl,-3,13,-6,2,3%,-29%,-1,-1.1%,-3%
COc1ccc(S(=O)(=O)CCC(=O)NC2CCCCC2)cc1,10,-9,-1,-6,-2%,0%,1,0.5%,-4%
CC1(C)CC(=O)C(C=NCCc2ccc(O)cc2)=C(O)C1,-9,-3,0,0,-5%,0%,3,-0.3%,-1%
CC(C)Nc1nnc(SCC(=O)Nc2ccc3c(c2)C(=O)c2ccccc2C3=O)s1,-23,-1,-5,-15,-16%,-8%,-1,-0.2%,0%
N/C(=N\OC(=O)CCc1ccccc1)c1ccccc1Cl,-8,-10,2,14,-4%,-1%,1,0.2%,?
Cc1cc(C)n(CCc2nc3c4ccccc4nc(N4CCN(c5ccccc5)CC4)n3n2)n1,.,-3,-1,8,-6%,6%,0,-0.3%,-1%
CCOC(=O)N1CCN=C1SCc1ccc(C(F)(F)F)cc1,-6,-1,-5,-6,5%,0%,4,1.0%,-7%
O=C1Nc2ccccc2/C1=C/c1ccc([N+](=O)[O-])cc1,2,-1,-1,-8,0%,-3%,-1,0.6%,1%
COc1ccc(-c2nc(SC)n(S(=O)(=O)c3ccccc3)n2)cc1,4,-13,-3,8,-6%,1%,5,0.8%,0%
C=CCn1c(-c2cc3c(s2)CCC(CC)C3)n[nH]c1=S (stereo not drawn),?,-2,-6,-12,8%,-7%,5,13%,4%
Cc1cccc(C)c1NC(=O)COC(=O)/C=C/c1ccc(S(=O)(=O)N2CCOCC2)cc1,9,.,.,.,3%,2%,.,.,-2%
COc1ccc(-c2noc(C(C)n3nc(C)c([N+](=O)[O-])c3C)n2)cc1OC (stereo not drawn),-6,-7,-1,1,1%,-9%,5,-0.3%,-3%
CC(=O)Nc1cccc(NC(=O)CSc2nccn2C2CCCC2)c1,-10,3,-3,-7,-1%,8%,10,-0.7%,0%
COc1cccc(CNC(=O)Cn2c(=O)ccc3cc(S(=O)(=O)N4CCC(C)CC4)ccc32)c1,.,-5,0,3,5%,-5%,3,1.4%,1%
CCn1c(CSc2nccn2C)nc2cc(C(=O)O)ccc21,-3,10,3,7,-8%,5%,6,0.9%,-4%
CCC(CC)c1nn2c(=O)cc(COc3ccc(NC(=O)c4cccc(C)c4)cc3)nc2s1,.,.,-4,0,-1%,4%,4,1.2%,0%
CNC(=O)C1CCCN1S(=O)(=O)c1ccc(OC)cc1 (stereo not drawn),-2,.,3,4,6%,0%,4,-0.6%,-3%
O=C(Nc1cc(Br)ccc1O)c1cc(-c2cccs2)on1,-20,-5,-6,-11,4%,0%,2,1.0%,4%
CN(C1CCCCC1)S(=O)(=O)c1ccc(S(=O)(=O)N(CC(=O)Nc2ccccc2)C2CC2)cc1,-3,1,-4,-13,-4%,-6%,8,0.4%,-8%
CC12CCC(CC1=O)C2(C)C (stereo not drawn),15,-3,2,-2,-1%,-1%,2,2.2%,-2%
COc1ccc(CCN2C(=O)N(c3ccc(C)cc3)C(=O)C2CC(=O)Nc2ccc(OC)cc2)cc1 (stereo not drawn),.,-14,-2,-12,2%,-1%,2,3.8%,-2%
OCCNc1c2ccccc2nc2c(F)c(F)c(F)c(F)c12,-4,0,-4,8,?,?,8,-0.3%,-7%

# Part of the list above, field by field.
> c1ccc(C[n+]2csc3ccccc32)cc1
  RXFP1 antag = -12
  D2 potentiator = -1
  D1 potentiator = 2
  D1 antagonist = -5
  Vif-A3F inh = -3%
  Vif-APOBEC3G blk = 4%
  D1 ag = 4
  RXFP1 agonist = 1.9%
  GRP78 ERSR act = 1%
> CC(C)Nc1nnc(SCC(=O)Nc2ccc3c(c2)C(=O)c2ccccc2C3=O)s1
  RXFP1 antag = -23
  D2 potentiator = -1
  D1 potentiator = -5
  D1 antagonist = -15
  Vif-A3F inh = -16%
  Vif-APOBEC3G blk = -8%
  D1 ag = -1
  RXFP1 agonist = -0.2%
  GRP78 ERSR act = 0%
> N/C(=N\OC(=O)CCc1ccccc1)c1ccccc1Cl
  RXFP1 antag = -8
  D2 potentiator = -10
  D1 potentiator = 2
  D1 antagonist = 14
  Vif-A3F inh = -4%
  Vif-APOBEC3G blk = -1%
  D1 ag = 1
  RXFP1 agonist = 0.2%
  GRP78 ERSR act = ?
> Cc1cccc(C)c1NC(=O)COC(=O)/C=C/c1ccc(S(=O)(=O)N2CCOCC2)cc1
  RXFP1 antag = 9
  D2 potentiator = .
  D1 potentiator = .
  D1 antagonist = .
  Vif-A3F inh = 3%
  Vif-APOBEC3G blk = 2%
  D1 ag = .
  RXFP1 agonist = .
  GRP78 ERSR act = -2%

# Going on with the list:
SMILES,RXFP1 antag,D2 potentiator,D1 potentiator,D1 antagonist,Vif-A3F inh,Vif-APOBEC3G blk,D1 ag,RXFP1 agonist,GRP78 ERSR act
Cc1cc(C)n(C(=O)c2cccc(S(=O)(=O)N3CCOCC3)c2)n1,0,3,-11,-21,1%,1%,2,0.0%,1%
O=C(O)COC(=O)C1C(c2ccccc2)C(C(=O)O)C1c1ccccc1 (stereo not drawn),10,-2,2,4,23%,2%,5,0.4%,-2%
CC(=O)N=c1sc(C(C)(C)C)c(C)n1C,-21,-7,-6,-14,-3%,0%,1,-0.7%,2%
Cc1ccn2c(c1)nc(=O)c1cc(S(=O)(=O)N3CCC(C)CC3)c(Cl)cc12,.,-4,0,7,12%,2%,0,8.5%,-2%
CCN(C(=O)COC(=O)c1c2c(nc3ccccc13)CCC2)c1c(N)n(Cc2ccccc2)c(=O)[nH]c1=O,-2,.,.,.,-15%,-11%,.,.,-3%
COc1ccc(CCNC(=O)CCn2c(=O)c3ccccc3n(Cc3ccccc3F)c2=O)cc1OC,.,18,1,-1,-1%,3%,0,5.9%,-1%
Cc1ccc(N2C(=O)/C(=C\c3ccc(C(C)C)cc3)N=C2SC2CCOC2=O)cc1 (stereo not drawn),.,10,-10,-38*,-9%,-1%,2,-1.3%,-5%
Oc1ccc(N=Cc2sc3ccccc3c2Cl)cc1,.,7,-3,-17,6%,-4%,2,2.6%,7%
O=C(N/N=C/c1cc2c(cc1Br)OCO2)C1COc2ccccc2O1 (stereo not drawn),-17,.,17,3,4%,-13%,5,2.2%,5%
CCOC(=O)NC(C(Cl)(Cl)Cl)S(=O)(=O)c1ccccc1 (stereo not drawn),10,-1,-6,4,6%,?,1,0.8%,-3%
CC1=NN(C(=O)Cn2nc([N+](=O)[O-])c(Br)c2C)C(O)(C(F)(F)F)C1 (stereo not drawn),-2,5,-6,0,2%,1%,1,1.2%,-2%
COc1cccc(NS(=O)(=O)c2cn(C)c(=O)n(C)c2=O)c1,6,-7,-5,-2,0%,0%,2,-0.1%,0%
COc1ccc(C(C)=O)cc1COC(=O)[C@H](Cc1ccccc1)NC(=O)c1ccco1,-13,.,.,.,3%,1%,.,.,-4%
CC(=O)c1ccc(NC(=O)c2cc(CC(C)C)on2)cc1,8,-2,-3,5,-11%,-3%,0,0.2%,1%
CC1(CCC(=O)N2CCCC(N3CCN(c4ccc(F)cc4)CC3)C2)CC1 (stereo not drawn),-23,18,-4,-22,-15%,2%,1,0.3%,-2%
O=C(CCc1c[nH]c2ccccc12)NC(Cc1ccccc1)C(=O)O (stereo not drawn),-1,-10,-6,3,1%,1%,1,6.9%,-8%
COc1ccccc1C(=O)NCC(c1ccco1)N1CCc2ccccc21 (stereo not drawn),-5,-7,-1,3,2%,0%,0,-1.7%,-5%
Cc1ccc(-c2noc(CCC(=O)NCCCN3CCN(c4cccc(Cl)c4)CC3)n2)cc1,-64*,8,-9,-73*,-5%,-22%,82*,1.2%,-9%
O=C(O)CN1C(=O)/C(=C/c2cccc(Cl)c2)Oc2ccccc21,-2,3,-1,5,0%,-4%,5,13%,4%
CCOc1ccc(S(=O)(=O)N(C)CC(=O)NCCN2CCOCC2)cc1,6,-9,6,1,15%,-8%,1,0.6%,-3%
O=C(COC(=O)CNC(=O)c1ccccc1)NCc1ccc2c(c1)OCO2,-19,.,.,.,5%,1%,.,.,-4%
COc1ccc(C2NC(=O)NC(C)=C2C(=O)OCc2ccc3c(c2)OCO3)cc1OC (stereo not drawn),-2,7,-8,2,-2%,0%,-1,-0.1%,-5%
COc1ccc(C(=O)COC(=O)c2ccn(C)n2)cc1,8,-10,0,28,0%,2%,1,1.4%,4%
Cc1ccc(CNCC2CCCO2)s1 (stereo not drawn),2,2,-2,-5,.,1%,4,-1.3%,-5%

# Quoted from the listing, two compounds:
SMILES,RXFP1 antag,D2 potentiator,D1 potentiator,D1 antagonist,Vif-A3F inh,Vif-APOBEC3G blk,D1 ag,RXFP1 agonist,GRP78 ERSR act
O=C(COC(=O)CNC(=O)c1ccccc1)NCc1ccc2c(c1)OCO2,-19,.,.,.,5%,1%,.,.,-4%
COc1ccc(C2NC(=O)NC(C)=C2C(=O)OCc2ccc3c(c2)OCO3)cc1OC (stereo not drawn),-2,7,-8,2,-2%,0%,-1,-0.1%,-5%

# Next results:
SMILES,RXFP1 antag,D2 potentiator,D1 potentiator,D1 antagonist,Vif-A3F inh,Vif-APOBEC3G blk,D1 ag,RXFP1 agonist,GRP78 ERSR act
O=C(CSc1nnc(Cc2ccccc2)n1Cc1ccco1)NC1CCCC1,7,-15,4,5,-3%,-1%,0,0.2%,-1%
CC1CC(C)CN(C(=O)Cn2ncc3c([nH]c4ccccc43)c2=O)C1 (stereo not drawn),11,-2,-4,3,-23%,-25%,5,2.6%,-10%
CCOC(=O)C1CCCN(C(=O)CSc2nnc3nc(C)cc(C)n23)C1 (stereo not drawn),-1,.,.,.,2%,0%,.,.,-2%
O=C1CCCC(=O)C1=C1SCCS1,-1,-3,-5,-6,5%,-2%,-1,3.4%,-4%

# Screening results as filed in PubChem.
